TEAD-YAP block = TEAD-YAP interaction inhibition; 1.4% of 640,000 active; HEK-TIYL cells, TEAD-Gal4/YAP UAS-luciferase luminescence; inhibition, % at 9.12 µM; in the data active = inhibition above about 32%;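 also: 0% = median of test compound wells and 100% = reference inhibitor wells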
FBW7 activator = human FBW7 E3 ligase activation, primary screen; Q969H0; AlphaScreen FBW7–phospho-cyclin E peptide binding, activator screen; normalized activity (activation), % at 26.1 µM; 0.13% of 650,000 active; in the data active = normalized activity above about 1.9%;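 also: purified mutant Fbw7 with reduced substrate affinity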
Target sequence (Q969H0 whole entry, looked up): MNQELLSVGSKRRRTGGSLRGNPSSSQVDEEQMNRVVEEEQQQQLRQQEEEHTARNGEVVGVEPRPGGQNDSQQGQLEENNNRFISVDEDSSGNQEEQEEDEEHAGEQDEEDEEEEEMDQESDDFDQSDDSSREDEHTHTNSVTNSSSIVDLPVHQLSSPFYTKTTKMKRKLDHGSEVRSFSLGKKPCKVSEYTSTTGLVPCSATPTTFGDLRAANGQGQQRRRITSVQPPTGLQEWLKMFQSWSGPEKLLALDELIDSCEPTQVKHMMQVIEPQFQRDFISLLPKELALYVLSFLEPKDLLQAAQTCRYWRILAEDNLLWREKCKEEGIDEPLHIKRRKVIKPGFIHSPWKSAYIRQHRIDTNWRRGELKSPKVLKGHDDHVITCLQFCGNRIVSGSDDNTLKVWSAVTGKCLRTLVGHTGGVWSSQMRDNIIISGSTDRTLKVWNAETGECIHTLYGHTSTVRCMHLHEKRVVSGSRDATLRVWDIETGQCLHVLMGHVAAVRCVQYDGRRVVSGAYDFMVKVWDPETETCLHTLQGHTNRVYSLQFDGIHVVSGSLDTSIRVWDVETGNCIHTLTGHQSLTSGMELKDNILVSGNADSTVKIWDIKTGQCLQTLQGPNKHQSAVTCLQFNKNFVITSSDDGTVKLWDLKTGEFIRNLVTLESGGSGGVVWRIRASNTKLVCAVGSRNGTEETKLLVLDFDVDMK
GPR151 activ = activates the human receptor GPR151; PathHunter beta-arrestin GPR151 cells, luminescence; activation, % at 11.2 µM; Q8TDV0; 1% of 650,000 active; AID 1508602; in the data active = activation above about 4.9%;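 also: 0% = median of compound wells and 100% = cells with positive control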
MITF inh = inhibitors of human MITF | inhibition, % at 2.6 µM | AlphaScreen MITF homodimerization, bead proximity signal | 0.91% of 650,000 active | O75030; in the data active = inhibition above about 50%;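 also: 0% = vehicle wells with protein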
* marks the source's active call; other numbers are inactive results; · = not tested or not shown.

SMILES | TEAD-YAP block | FBW7 activator | GPR151 activ | MITF inh
O=c1c2[nH]c3ccccc3c2ncn1CCN1CCN(Cc2ccccc2)CC1 | -5 | -0.2 | -0.8 | 0
CC(=O)c1cc2c(cc1Nc1ccc3nonc3c1[N+](=O)[O-])OCO2 | -8 | 0.0 | -0.4 | 8
COC(=O)CNC(c1ccccc1)c1cc(Br)ccc1NC(=O)CNC(=O)c1ccccc1 (stereo unspecified) | 0 | 0.1 | -0.8 | 17
O=S1(=O)N=C(N2CCN(c3ccccn3)CC2)c2ccccc21 | -10 | 0.0 | 1.8 | 10
CN(C)/N=C/c1nc(-c2ccccc2)oc1O | -1 | -0.2 | 0.8 | 15
COc1ccc(N2C(=O)CN(C(=O)c3ccccn3)CC2(C)C)cc1 | -1 | 0.0 | -0.5 | 11
CCOC(=O)CSc1nc2ccccc2c2nc(C)nn12 | 6 | -0.1 | 0.9 | 4
O=C(Nc1nc(-c2cccc([N+](=O)[O-])c2)cs1)c1ccc(S(=O)(=O)N2CCCc3ccccc32)cc1 | -3 | 1.1 | -1.2 | -5
CCOc1ccc(-n2cnnn2)cc1S(=O)(=O)NC1CC1 | 13 | 0.0 | 0.4 | 12
N#C/C(=C\c1ccccc1)C(=O)Nc1cc([N+](=O)[O-])ccc1F | 2 | 0.0 | -1.3 | 11
COc1ccc(CCNC(=O)c2ccc3nc(-c4ccc(OC)c(OC)c4)c(-c4ccc(OC)c(OC)c4)nc3c2)cc1OC | 10 | 0.0 | -0.2 | -14
O=C(COc1ccc2ccccc2c1)NS(=O)(=O)c1ccc(Br)cc1 | 3 | -0.1 | -1.1 | 9
CC(SCc1ccccc1)C(=O)N1CCN(c2ccc(F)cc2)CC1 (stereo unspecified) | 1 | 0.1 | 1.0 | 5
Cc1ccc(NC(=O)c2ccccc2NC(=O)c2ccccc2F)c(C(=O)c2ccccc2)c1 | 4 | -0.1 | 1.9 | 3
Cc1ccc(C)n1-c1ccc(-c2nnco2)cc1 | 6 | 0.0 | 1.7 | -5
CCOc1ccc2nc(SCC(=O)c3ccco3)sc2c1 | -45 | 0.4 | -1.7 | 11
CCC(=O)NC(c1ccco1)c1c(OC(C)=O)ccc2ccccc12 (stereo unspecified) | 4 | -0.2 | 0.7 | 0
CCCOC(=O)C1=C(C)NC2=C(C(=O)CC(c3ccc(OC)c(OC)c3)C2)C1c1ccc(OCC)c(OC)c1 (stereo unspecified) | 1 | 0.2 | -1.6 | -14
CCOC(=O)c1c(CN(C)CCO)n(C)c2cc(Br)c(O)cc12 | -1 | 0.0 | 0.0 | 9
COC(=O)c1cccc(NC(=O)c2ccc(OC)c(OC)c2)c1 | -46 | -0.1 | -5.5 | -5
CC1CCCCC1NC(=O)C(=O)Nc1cccc(F)c1 (stereo unspecified) | -72 | -0.2 | 1.9 | 14
Cn1c(/C=C/N2CCOCC2)c(C(=O)c2ccc(Br)cc2)c(=O)n(C)c1=O | 13 | 0.0 | 1.1 | -4
CN(Cc1ccco1)C(=O)C1CCCN1S(=O)(=O)c1cccc2nsnc12 (stereo unspecified) | -13 | 0.1 | 0.9 | 4
CCCCS(=O)(=O)NC1=NCN(Cc2ccccc2)CN1 | 6 | 0.0 | 1.2 | 12
Cc1cc(Nc2ccc(N3CCOCC3)cc2)nc(Nc2ccc(C(F)(F)F)cc2)n1 | 2 | -0.1 | 1.4 | 11
Nc1cccc(-c2nc(C(=O)Nc3ccc(Oc4ccccc4)cc3)cs2)c1 | 4 | 0.1 | -0.4 | 7
O=C(CSc1nnc(-c2cccc(S(=O)(=O)N3CCCCC3)c2)o1)c1ccccc1 | -1 | 0.2 | -0.3 | -10
CCN(C(=O)COC(=O)c1cc(OC)c(OC)cc1[N+](=O)[O-])C1CCS(=O)(=O)C1 (stereo unspecified) | 3 | 0.4 | -1.4 | 18
CCOc1ccc(NC(=O)Nc2ccc(N(C)C(C)=O)cc2)cc1 | 6 | 0.1 | 6.4* | -8
CCCOc1ccccc1/C=C1/C(=O)N=C(N)N1C | 1 | -0.1 | 2.2 | 1
C#CCn1c2ccccc2c2nc3ccccc3nc21 | -9 | 0.0 | 1.9 | 5
Cc1ccc(CN2CCc3nc(N4CCC(C)CC4)[nH]c(=O)c3C2)o1 | 6 | 0.0 | -0.1 | 9
CCC(=O)Nc1ccc2c(c1)nc1n2CCN(c2ccccc2)C1 | -39 | 0.8 | 0.0 | 8
Cc1sc(NC(=O)CN(C(=O)c2cccs2)C2CCCC2)c(C(N)=O)c1C | -27 | 1.1 | -1.2 | 6
Cc1sc(NC(=O)CSc2nnc(Cc3ccccc3)o2)nc1-c1ccccc1 | 5 | 0.1 | 3.1 | 2
CSc1cccc(NS(=O)(=O)c2ccc(C#N)cc2)c1 | 4 | 0.0 | -1.3 | -5
Nc1c(C(=O)Nc2ccc(Cl)c(Cl)c2)sc2nc(-c3cccs3)cc(C(F)(F)F)c12 | -1 | -0.1 | 0.8 | 0
COc1cc(C(=O)NCC(C)c2ccccc2)cc(OC)c1OC (stereo unspecified) | -10 | 0.5 | -0.5 | 7
C=CCNC(=S)N/N=C/c1ccc(C)s1 | 2 | 0.1 | -1.5 | 5
O=C1C2C3C=CC(CNS(=O)(=O)c4ccc(Cl)cc4)(O3)C2C(=O)N1c1ccccc1 (stereo unspecified) | 9 | 0.7 | -1.3 | 10
Cc1ccc(NC(=O)Nc2ccnn2-c2cccc(C(=O)Nc3ccc(N4CCOCC4)cc3)c2)cc1[N+](=O)[O-] | -9 | -0.5 | 0.8 | 6
CCC1CN(CC(=O)NC(C)c2cn(C)nc2C)Cc2cc(OC)ccc2O1 (stereo unspecified) | 4 | 0.0 | -1.1 | 0
Cc1ccc(CN2CCC(n3nccc3NC(=O)c3ccccc3C)CC2)o1 | -10 | -0.2 | -1.0 | -8
COc1cc(-c2cnc3ccc(NC4CCOCC4)nn23)cc(OC)c1OC | -59 | 0.2 | 0.9 | 10
Brc1cccc2nc(Nc3ccc(-n4cnc(N5CCOCC5)n4)cc3)ncc12 | -13 | -0.1 | 1.4 | 8
CCOC(=O)c1c(-c2ccccc2)[nH]c2ccc(O)cc12 | 2 | 0.7 | -0.7 | 15
CCOC(=O)c1c(NC(=O)C(C)Sc2nnc(CNC(=O)COc3ccccc3)n2-c2ccc(F)cc2)sc2c1CCC2 (stereo unspecified) | -6 | -0.2 | 0.3 | -14
CCc1nnc(SC(CC)C(=O)N2CCOCC2)c2cc3occc3n12 (stereo unspecified) | -9 | -0.1 | -0.6 | 0
CCC(=O)Nc1ccc(NC(=O)c2ccc(-c3ccc(Cl)cc3)o2)cc1 | 3 | -0.1 | 0.8 | -8
CCOC(=O)c1c(NC(=O)c2ccc3c(c2)OCO3)sc(C(=O)Nc2ccccc2OC)c1C | -6 | 0.4 | -0.2 | -9
Continuation.
SMILES | TEAD-YAP block | FBW7 activator | GPR151 activ | MITF inh
COc1ccc(N2C(=O)c3ccccc3NC2(C)C)cc1 | 12 | -0.1 | -3.1 | 5
COc1ccc(/C=C/c2nc(=O)c3ccccc3o2)cc1 | -46 | 0.4 | -5.8 | -17
Cc1cccc(C(=O)Nc2sc3c(c2C#N)CCC3)c1 | -19 | 0.1 | 1.6 | 0
CCOC(=O)C1=C(C)NC(=S)NC1c1ccccc1OCC(N)=O (stereo unspecified) | 4 | -0.2 | -1.4 | -13
Cc1ccccc1NCC(=O)N/N=C\c1ccc(Br)o1 | 4 | 0.3 | 0.6 | 18
CCC(C)NS(=O)(=O)c1ccc(NC(=O)CN2C(=O)c3ccccc3C2=O)cc1 (stereo unspecified) | 1 | 0.8 | 0.1 | -10
Cc1ccc(-n2cnc3cc(C(=O)N4CCC5(CC4)OCCO5)ccc32)c(C)c1 | 7 | 0.6 | -0.2 | 3
CCN1CCN(C(C)C(=O)Nc2ccc(F)c(Cl)c2)CC1 (stereo unspecified) | 2 | -0.1 | 0.0 | 37
OCCCNc1ncnc2c1c(-c1ccccc1)cn2-c1ccccc1 | -10 | -0.1 | 1.2 | -6
CC(Cc1c[nH]c2ccccc12)N1C(=O)c2ccccc2C1=O (stereo unspecified) | -11 | 0.8 | -0.5 | 2
COc1ccc(-c2csc(N(C)C(=O)CCCl)n2)cc1 | -6 | 0.1 | 3.3 | -3
Nc1nc(Nc2ccc(C(F)(F)F)cc2)nc2c1ncn2CCN1CCCC1=O | -13 | 0.5 | 0.6 | 9
CC(=O)NC12CC3CC(C1)CC(n1ncc(NC(C)c4ccccc4)c(Cl)c1=O)(C3)C2 (stereo unspecified) | -1 | 0.1 | 1.5 | 7
Cc1nc2sc3c(c2c(=O)n1Cc1cccc(Br)c1)CCCC3 | 10 | 0.0 | 1.5 | 0
CCNC(=S)N1c2ccccc2NC2=C(C(=O)CC(C)(C)C2)C1c1ccc(OC)cc1 (stereo unspecified) | 12 | 0.0 | 1.1 | 1
CCc1ccc2oc(-c3cccc(NC(=O)c4ccccc4Br)c3)nc2c1 | -7 | -0.1 | 0.3 | -7
COc1cc(/C=N/O)ccc1COc1ccc(NC(C)=O)cc1 | -2 | 0.1 | -0.7 | -6
COc1ccccc1NC(=O)N1CCCC1C(=O)Nc1c(OC)cccc1OC (stereo unspecified) | 3 | -0.1 | -0.3 | 8
Cc1ccc(S(=O)(=O)N/N=C/c2cccc(Cl)c2)cc1 | -3 | 0.1 | 0.4 | 17
CCCS(=O)(=O)NCCc1csc2nc(-c3ccc(F)cc3)nn12 | -2 | 0.2 | 1.5 | 8

The last two records of the part before are carried over, then new ones follow.
SMILES | TEAD-YAP block | FBW7 activator | GPR151 activ | MITF inh
Cc1ccc(S(=O)(=O)N/N=C/c2cccc(Cl)c2)cc1 | -3 | 0.1 | 0.4 | 17
CCCS(=O)(=O)NCCc1csc2nc(-c3ccc(F)cc3)nn12 | -2 | 0.2 | 1.5 | 8
CCN1C(C(=O)c2ccccc2)=C(N2CCCCC2)c2ccccc2S1(=O)=O | 8 | 0.8 | -0.1 | 18
COc1cc(C2c3cccn3CCN2S(=O)(=O)c2ccc([N+](=O)[O-])cc2)cc(OC)c1OC (stereo unspecified) | 11 | -0.1 | -0.7 | 13
CC(C)(C)NC(=O)c1ccc(Cl)c([N+](=O)[O-])c1 | 6 | 0.7 | 0.3 | 10
CCOC(=O)N1CCN(S(=O)(=O)c2ccc(F)c(C(=O)Nc3cccc(Cl)c3)c2)CC1 | 9 | 0.0 | 0.9 | 9
Cc1cc(C)n(-c2cc(N/N=C/c3cccnc3)ncn2)n1 | -2 | -0.1 | 0.2 | -8
CC(C)C1=NN2C(=N)/C(=C/c3ccc(N(C)C)cc3)C(=O)N=C2S1 | 0 | -0.1 | 0.6 | -10
O=C(N/N=C\c1ccc(O)cc1O)c1ccccn1 | 17 | -0.8 | -5.4 | 65*
COCCCNC(=O)c1cc2cc([N+](=O)[O-])ccc2oc1=O | -6 | -0.1 | 1.2 | -6
O=C(NC1CC1)c1ccc2nc(-c3csc4ccccc34)sc2c1 | -29 | 0.1 | -12 | -2
O=C(NC(=S)Nc1ccc(Cc2ccncc2)cc1)c1ccccc1F | 4 | -0.3 | 1.5 | 12
O=C(NC1(c2ccc(F)cc2)CCCC1)c1ccc(S(=O)(=O)N2CCOCC2)cc1 | 7 | 0.1 | 0.8 | 20
Cc1ccc(C2/C(=C(\O)c3ccc(Br)cc3)C(=O)C(=O)N2CCN2CCOCC2)cc1 (stereo unspecified) | 8 | 0.2 | -0.8 | 10
COc1ccc(C(=O)Nc2c(C(N)=O)oc3ccccc23)c(OC)c1 | -1 | 0.0 | 2.3 | 3
CCCC/C=C\CCCCCCCC(=O)OC | · | · | -3.1 | -5
O=C(Nc1nncs1)c1ncoc1-c1cccs1 | 8 | -0.3 | -0.6 | -16

Compounds listed so far that contain bromine (9):
SMILES | TEAD-YAP block | FBW7 activator | GPR151 activ | MITF inh
COC(=O)CNC(c1ccccc1)c1cc(Br)ccc1NC(=O)CNC(=O)c1ccccc1 (stereo unspecified) | 0 | 0.1 | -0.8 | 17
O=C(COc1ccc2ccccc2c1)NS(=O)(=O)c1ccc(Br)cc1 | 3 | -0.1 | -1.1 | 9
CCOC(=O)c1c(CN(C)CCO)n(C)c2cc(Br)c(O)cc12 | -1 | 0.0 | 0.0 | 9
Cn1c(/C=C/N2CCOCC2)c(C(=O)c2ccc(Br)cc2)c(=O)n(C)c1=O | 13 | 0.0 | 1.1 | -4
Brc1cccc2nc(Nc3ccc(-n4cnc(N5CCOCC5)n4)cc3)ncc12 | -13 | -0.1 | 1.4 | 8
Cc1ccccc1NCC(=O)N/N=C\c1ccc(Br)o1 | 4 | 0.3 | 0.6 | 18
Cc1nc2sc3c(c2c(=O)n1Cc1cccc(Br)c1)CCCC3 | 10 | 0.0 | 1.5 | 0
CCc1ccc2oc(-c3cccc(NC(=O)c4ccccc4Br)c3)nc2c1 | -7 | -0.1 | 0.3 | -7
Cc1ccc(C2/C(=C(\O)c3ccc(Br)cc3)C(=O)C(=O)N2CCN2CCOCC2)cc1 (stereo unspecified) | 8 | 0.2 | -0.8 | 10

Screens from PubChem BioAssay.
